Pax4 gene expression – activators of Pax4 gene expression, primary screen, RT-PCR, mouse alpha TC1 cells, single point (AID 1053180); mouse alpha TC1 cells, Pax4 mRNA qPCR, 6 days; stronger effect = higher value; 100% = Pax4 plasmid added at qPCR; activation, % at 10 µM; actives 0.2% (n = 9,600);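 active = highest normalized replicate activity of 15 or more, or at least half the replicates reach 15 or more; inactive = neither condition met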;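 note: pax4 Ct normalized to GAPDH with activation seen as lower delta delta Ct; plate controls were plate neutral control wells for no effect and Pax4 plasmid positive control for full effect; each compound tested in two replicate wells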
DLD1 CTGF mRNA – YAP1 pathway inhibitors via CTGF transcript, primary screen, DLD1 colon cancer cells, RT-qPCR, single point (AID 743449); DLD1 CTGF mRNA qPCR, 24 h; stronger effect = higher value; inhibition, % at 12.5 µM; actives 0.9% (n = 9,900);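 active = mean normalized replicate activity at least 50 and at least half of replicates each reaching 50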;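 note: 0% = neutral control wells and 100% = dasatinib control wells; higher means stronger suppression of CTGF expression like dasatinib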
Active calls of the source: *; · = not tested or not shown. Only part of the results is shown, so the mix of outcomes need not match the whole.

mol,Pax4 gene expression,DLD1 CTGF mRNA
C[C@H]1CN([C@@H](C)CO)C(=O)CCCn2nncc2CO[C@H]1CN(C)C(=O)Oc1cccc2ccccc12,0.0,19.5
O=C(Cc1ccccc1)N1CC2(C1)[C@H](c1ccccc1)[C@H](CO)N2Cc1cccc(Cl)c1,·,6.2
CN(C)CC#Cc1ccc([C@@H]2[C@@H](CO)N3CCCCN(C(=O)Cc4ccccn4)C[C@@H]23)cc1,0.0,-17.7
O=C1CNC[C@H]2[C@H](c3ccc(Br)cc3)[C@@H](CO)N12,0.0,-12.5
COc1cccc(-c2ccc([C@@H]3[C@H](CO)N4CCCCN(C(=O)Cc5ccncc5)C[C@@H]34)cc2)c1,0.0,0.1
COC(=O)[C@H]1[C@H](CO)[C@H]2Cn3c(ccc(-c4cccc(C(=O)N(C)C)c4)c3=O)[C@@H]1N2C(=O)NC(C)C,0.0,-9.6

Of the compounds above, 2 have a halogen:
mol,Pax4 gene expression,DLD1 CTGF mRNA
O=C(Cc1ccccc1)N1CC2(C1)[C@H](c1ccccc1)[C@H](CO)N2Cc1cccc(Cl)c1,·,6.2
O=C1CNC[C@H]2[C@H](c3ccc(Br)cc3)[C@@H](CO)N12,0.0,-12.5

3 entries out of the list, sorted by formula weight, lowest first:
mol,Pax4 gene expression,DLD1 CTGF mRNA
CN(C)CC#Cc1ccc([C@@H]2[C@@H](CO)N3CCCCN(C(=O)Cc4ccccn4)C[C@@H]23)cc1,0.0,-17.7
COc1cccc(-c2ccc([C@@H]3[C@H](CO)N4CCCCN(C(=O)Cc5ccncc5)C[C@@H]34)cc2)c1,0.0,0.1
COC(=O)[C@H]1[C@H](CO)[C@H]2Cn3c(ccc(-c4cccc(C(=O)N(C)C)c4)c3=O)[C@@H]1N2C(=O)NC(C)C,0.0,-9.6

Screening results as filed in PubChem.
